Source: PubChem (several laboratories)
S1P2 ag = S1P2 (human) receptor agonism; O95136; S1P2-expressing cell line, agonist reporter read-out; activation, % at 4.5 µM; hit rate 0.46% among 97,000; AID 729; in the data active = activation above about 16%;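 also: 0% = vehicle low control and 100% = maximal reference agonist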
PostGolgi yeast = growth inhibition of a yeast mutant, post-Golgi transport screen. post-Golgi transport phenotypic cell assay. inhibition, % at 10 µM. hit rate 0.9% among 98,000. AID 739;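 also: yeast cells grown in 1536-well plates; yeast grown about 18 h at 30C before absorbance read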
Rev-RRE block = disrupts HIV-1 Rev binding to RRE RNA; P05866; Rev peptide-RRE RNA binding, FRET; inhibition, % at 8 µM; hit rate 0.79% among 97,000; AID 704;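 active = inhibition above the screen-wide mean plus 3 SD, cut at about 35% in these data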;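 also: 0% = median DMSO wells and 100% = median Neomycin B control wells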
Target sequence (P05866 whole entry, looked up): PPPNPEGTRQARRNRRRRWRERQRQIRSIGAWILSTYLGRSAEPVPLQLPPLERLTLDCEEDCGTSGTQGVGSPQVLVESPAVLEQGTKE
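Probe or stimulus: fluorescein-Rev peptide as binding partner; assay system: Cy5-tagged RRE RNA duplex with fluorescein-tagged Rev peptide; timing: 5 min compound–RNA preincubation, then 15 min with peptide, 25 °C; medium: HEPES pH 7.5 buffer with KCl, MgCl2, NaCl and EDTA; signal: fluorescein-to-Cy5 FRET, 480 nm excitation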
FAK inh = blocks human focal adhesion kinase activity | biochemical FAK kinase activity assay | inhibition, %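 (tested at 7 µM)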 | hit rate 0.84% among 97,000; in the data active = inhibition above about 19%;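 also: 0% = DMSO and 100% = reference compound high control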
PTPN22 inh 2 = inhibitors of human LYP (PTPN22) phosphatase | Q9Y2R2 | recombinant LYP catalytic domain, DiFMUP fluorescence | inhibition, % at 2 µM | hit rate 0.21% among 96,000;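 active = inhibition at 2 µM at or above a set limit, the screen mean plus 3 SD, cut at about 24% in these data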;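 also: 0% = DMSO with enzyme and 100% = enzyme fully blocked by orthovanadate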
LYP act = activators of human LYP (PTPN22) phosphatase. Q9Y2R2. recombinant LYP, DiFMUP fluorescence; 0 = plate median, 100 = signal doubled. activation, % at 2 µM. hit rate 0.11% among 96,000. AID 697;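 active = activation at 2 µM above a set limit, the mean plus 5 SD, cut at about 37% in these data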
EphB4 ephrin blk = antagonists of human EphB4-ephrin-B2 interaction | inhibition, % at 7 µM | EphB4 LBD / TNYL-RAW-Alexa532 peptide, fluorescence polarization | P54760 | hit rate 0.15% among 97,000;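 active = inhibition above the screen-wide mean inhibition plus 3 SD, cut at about 15% in these data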;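 also: 0% = DMSO wells and 100% = excess unlabeled TNYL-RAW peptide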
Target sequence (P54760 whole entry, looked up, the tested form may be a part): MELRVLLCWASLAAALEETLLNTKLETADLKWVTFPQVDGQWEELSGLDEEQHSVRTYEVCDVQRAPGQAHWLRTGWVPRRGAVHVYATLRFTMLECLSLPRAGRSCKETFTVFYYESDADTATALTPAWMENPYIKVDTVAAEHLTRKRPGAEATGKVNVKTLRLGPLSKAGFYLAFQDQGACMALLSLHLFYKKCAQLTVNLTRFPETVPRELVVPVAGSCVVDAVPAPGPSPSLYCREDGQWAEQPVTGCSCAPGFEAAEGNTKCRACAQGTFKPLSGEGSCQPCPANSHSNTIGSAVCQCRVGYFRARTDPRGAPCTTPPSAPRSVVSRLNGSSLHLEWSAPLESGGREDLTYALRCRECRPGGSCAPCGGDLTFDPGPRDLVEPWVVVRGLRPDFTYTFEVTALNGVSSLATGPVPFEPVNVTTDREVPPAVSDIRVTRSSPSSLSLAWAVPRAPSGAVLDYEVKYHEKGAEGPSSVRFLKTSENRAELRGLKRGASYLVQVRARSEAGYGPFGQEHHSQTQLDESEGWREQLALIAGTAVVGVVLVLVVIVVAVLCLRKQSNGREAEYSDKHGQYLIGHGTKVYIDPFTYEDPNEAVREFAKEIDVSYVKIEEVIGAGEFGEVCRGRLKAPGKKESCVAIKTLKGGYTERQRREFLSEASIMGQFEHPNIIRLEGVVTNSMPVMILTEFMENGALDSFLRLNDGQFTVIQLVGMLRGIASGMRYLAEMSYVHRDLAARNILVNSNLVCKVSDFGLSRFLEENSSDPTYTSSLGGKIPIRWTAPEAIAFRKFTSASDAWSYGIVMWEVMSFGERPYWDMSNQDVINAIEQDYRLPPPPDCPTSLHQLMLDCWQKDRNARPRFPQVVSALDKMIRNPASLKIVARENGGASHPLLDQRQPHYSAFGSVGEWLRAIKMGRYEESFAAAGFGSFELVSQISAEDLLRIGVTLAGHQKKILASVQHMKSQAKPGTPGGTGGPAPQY
S1P2 antag = antagonists of human S1P2 receptor | hit rate 0.21% among 97,000 | inhibition, % at 5 µM | cell-based S1P2 antagonist assay, inhibition at 5 uM | O95136; in the data active = inhibition above about 45%;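 also: CRE beta-lactamase reporter cells expressing human S1P2 stimulated with S1P; 0% = agonist at EC80 alone and 100% = agonist plus reference antagonist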
PostGolgi ctrl = yeast control strain growth, post-Golgi counter-screen; efflux-deficient yeast background strain, growth absorbance A615, 16 h; inhibition, % at 10 µM; hit rate 5% among 98,000; AID 738
An asterisk follows results filed as active; / = no result given; & = joins results of further samples. Rule as the data show it, unless noted: active = inhibition above about 30%; inactive = the rest.

SMILES	S1P2 ag	PostGolgi yeast	Rev-RRE block	FAK inh	PTPN22 inh 2	LYP act	EphB4 ephrin blk	S1P2 antag	PostGolgi ctrl
COc1ccc(S(=O)(=O)C(C#N)c2nc3ccccc3nc2N2CCCCC2)cc1 (stereo not drawn)	0	-6	30	-5	-4	2	-1	-7	-3
CC1(C)Oc2ccc(C(=O)NC3CCCC3)cc2N(CC(=O)NC2CCCC2)C1=O	-1	-1	-1	0	6	-4	-3	-28	-2
CCOC(=O)C1=C(C)N=C2SC(CC)C(=O)N2C1c1cccc(F)c1 (stereo not drawn)	0	4	-1	-4	9	-10	-3	-10	24
O=C(Nc1cccnc1)c1cccnc1Cl	-3	/	7	-1	-42	38*	-3	4	/
CCCN(Cc1ccccc1)S(=O)(=O)c1ccc(N2C(=O)CCC2=O)cc1	-5	-1	7	-7	-6	5	-9	-5	5
N/C(=N\OC(=O)c1ccco1)c1ccccc1	-7	/	4	1	-14	14	-3	13	/
CC(C)N(C(=O)CSc1nc2c([nH]1)c(=O)n(C)c(=O)n2C)c1ccccc1	-5	-1	2	3	0	-3	-1	17	6
COc1ccc(C/C(N)=N/OC(=O)C(c2ccccc2)c2ccccc2)cc1OC	-3	0	2	3	-6	10	1	-5	24
CCN1CCC2(CC1)C(C#N)=C(N)Oc1c2sc2nc(C)cc(C)c12	-6	-4	66*	0	-1	-1	-2	1	13
CCOC(=O)c1cnc(C(C)(C)C)[nH]c1=O	-4	-2	5	-2	8	-6	1	-7	8
O=C(NCCNC(=O)C1CC2CCC1C2)C1CC2CCC1C2 (stereo not drawn)	-6	0	-5	2	-3	6	1	-86	4
Cn1c[n+](C)cc1/C=N/O	-6	-5	10	9	-1	-1	5	22	6
CCN(CC)CCCN=Cc1c(O)n(Cc2ccccc2)c(=O)c2ccccc12	-3	3	1	3	2	1	-2	10	5
O=C(N1CCOCC1)N1c2ccccc2Sc2ccccc21	-8	0	-2	40*	-7	12	-8	25	27
O=C(Nc1cccc2nsnc12)c1cccs1	-4&-5	4&3	6&5	4&7	-6&-4	7&2	-3&8	2&14	1&7
O=C1c2ccccc2C(=O)N1CCCc1nc(-c2ccccn2)no1	-5	-4	4	2	-1	0	-6	-12	1
CN1CCN(CC#CCC(O)(c2ccccc2)C2CCCC2)CC1 (stereo not drawn)	-3	/	-1	-1	-15	12	-3	-1	/
COc1ccccc1N1C(=O)CC(Sc2ncccc2C(=O)O)C1=O (stereo not drawn)	-6	2	6	-2	3	-7	-7	-2	3
COc1cccc(C(=O)NC2(C(F)(F)F)N=C3SCCN3C2=O)c1 (stereo not drawn)	-1	-1	2	2	-7	4	-4	-11	3
CSc1nc(NCC(C)C)c2c3c(sc2n1)CN(C)CC3	-2	-2	11	5	-1	6	8	-26	30
CCOC(=O)c1sc(NC(=O)c2ccc(C)s2)cc1C	-6	-13	4	6	12	-10	4	4	10
CC1CCCCN1c1nc2nonc2nc1N1CCCCC1C (stereo not drawn)	5	/	9	3	4	-8	0	-6	/
Cc1ccc2nc(-c3ccc4c(c3)OCCO4)cc(C(=O)O)c2c1	-4	-2	1	-6	4	1	1	-4	7
O=C(COC(=O)c1ccccc1)Nc1ccccc1N1CCOCC1	-4	/	-3	2	-38	34	-5	-3	/

Nothing new here: 4 of the compounds above.
SMILES	S1P2 ag	PostGolgi yeast	Rev-RRE block	FAK inh	PTPN22 inh 2	LYP act	EphB4 ephrin blk	S1P2 antag	PostGolgi ctrl
CCOC(=O)c1sc(NC(=O)c2ccc(C)s2)cc1C	-6	-13	4	6	12	-10	4	4	10
CC1CCCCN1c1nc2nonc2nc1N1CCCCC1C (stereo not drawn)	5	/	9	3	4	-8	0	-6	/
Cc1ccc2nc(-c3ccc4c(c3)OCCO4)cc(C(=O)O)c2c1	-4	-2	1	-6	4	1	1	-4	7
O=C(COC(=O)c1ccccc1)Nc1ccccc1N1CCOCC1	-4	/	-3	2	-38	34	-5	-3	/

Next part
SMILES	S1P2 ag	PostGolgi yeast	Rev-RRE block	FAK inh	PTPN22 inh 2	LYP act	EphB4 ephrin blk	S1P2 antag	PostGolgi ctrl
Cn1cc(SCC(=O)NCC2CCCO2)c2ccccc21 (stereo not drawn)	/	-13	/	/	-3	1	/	/	9
CNC(=O)CN(c1ccc(C(C)C)cc1)S(C)(=O)=O	-5	-3	8	0	-5	1	-7	-24	7
O=C(N/N=C/c1ccc2c(c1)OCO2)c1ccccn1	-2	-1	6	-1	8	-6	5	15	-3
COc1ccc(N2CC(C(=O)NCc3cccnc3)CC2=O)cc1 (stereo not drawn)	-4	-10	8	-3	-6	5	5	16	3
Cc1cc(C)c2ccc(C)[n+]([O-])c2c1O	-1	0	6	2	-4	3	0	-12	-15
CCc1nnc(NC(=O)CSc2nc3cc4c(cc3cc2CC)OCCO4)s1	-1	-16	-2	-24	3	1	-7	14	-2
O=C(Nc1nnc(-c2ccc(Cl)cc2)o1)NC1CCCCC1	-2	-6	6	1	-7	7	-4	0	2
O=C(OC1CCN(c2ncc(C(F)(F)F)cc2Cl)CC1)c1cccc(C(F)(F)F)c1	-4	3	16	-6	-16	15	3	3	12
O=C(O)Cn1nnn(-c2ccccc2)c1=S	-2	3	2	-4	5	-2	9	-15	5
CSc1c(C#N)c(N)c(C#N)c2c1COC(C)(C)C2	1	0	3	0	-2	2	5	-27	18
CCc1cc2c(NCCC(=O)O)nc(C)nc2s1	-3	6	11	-1	-3	1	3	20	-6
CC(C)CC1(C)NC(=O)N(CC(=O)NC(=O)Nc2ccc3c(c2)OCCO3)C1=O (stereo not drawn)	-7	13	-2	-3	6	-9	-2	-9	10
Cc1nc2sc(C(c3cccs3)N3CC(C)CC(C)C3)c(O)n2n1 (stereo not drawn)	0	3	6	0	-5	4	4	16	6
CCN(CC)CCNC(CC(=O)Nc1ccc(Cl)cc1Cl)C(=O)O (stereo not drawn)	1	/	6	-2	-9	3	-3	8	/
COc1ccc(N2C(=O)CC(N3CCCC4CCCCC43)C2=O)cc1 (stereo not drawn)	-6	-2	-5	-1	-4	0	-10	-10	10
CCOc1ccc(OCc2ccc(C(=O)N3N=C(C(F)F)CC3(O)C(F)F)o2)cc1 (stereo not drawn)	-1	4	13	0	12	-11	1	5	3
COc1cc2c(cc1OC)C(C(=O)Nc1ccc3c(c1)OCCO3)C(c1cccnc1)N(C)C2=O (stereo not drawn)	-3	-4	-1	-2	-8	6	-3	12	1
COc1ccc(-c2cc(C(=O)OCC(=O)N3CCCC3)c3ccccc3n2)cc1	-2	6	12	-4	8	-4	5	-12	19
CCOC(=O)C1(C(=O)O)NC(=O)CC1c1ccccc1 (stereo not drawn)	-21	1	6	0	9	-6	5	9	4
CC(Oc1ccc(Cl)cc1Cl)c1nc(-c2ccc(NC(=O)c3ccncc3)cc2)no1 (stereo not drawn)	-6	/	4	-4	-4	2	-2	18	/
COc1cccc(CNC(=O)C(CCSC)NS(=O)(=O)c2ccc3c(c2)oc(=O)n3C)c1 (stereo not drawn)	-5	9	2	-6	-1	-1	-5	15	18
O=C1Nc2c(Br)cc(Br)cc2C1(O)N1CCOCC1 (stereo not drawn)	-3	14	7	7	4	-6	6	-9	20
CC1CN(C(=S)NC(=O)c2ccc([N+](=O)[O-])cc2)CC(C)O1 (stereo not drawn)	-5	-3	-4	1	-2	7	-4	9	-12
O=C(NC(Cc1c[nH]c2ccccc12)c1nnc2n1CCCCC2)c1ccccc1Cl (stereo not drawn)	-12	17	7	4	5	-2	4	-6	-3
CCCCNC(=O)CN1CCC2(O)CCCCC2C1c1ccccc1OC (stereo not drawn)	-9	1	4	0	-2	0	0	-6	-9
COCCNC(=O)CC(NS(=O)(=O)c1ccc(C)cc1)c1ccco1 (stereo not drawn)	-2	-3	1	0	2	-3	-8	-9	3
COc1ccc(-c2cc(C(=O)NCc3ccccc3)no2)cc1OC	-2	13	-4	-4	-4	1	1	-3	7
Cn1nnnc1SCC(=O)Nc1ccccc1-c1ccccc1	-1	16	7	-1	-17	12	-2	12	2
BrC(=C\c1ccccc1)/C=N/N1CCN(Cc2ccccc2)CC1	-4	3	3	0	6	-1	-4	-6	26
Cc1ccc(NC(=O)CCSc2nnnn2-c2ccc3c(c2)OCO3)cc1C	0	-1	3	3	-21	17	-7	11	16
CC(=O)c1c(C)[nH]c(C(=O)NCc2ccccc2Cl)c1C	-1	-5	2	6	-15	13	4	2	1
CCN(CC)C(=O)CSc1nc2c(sc(=S)n2Cc2ccco2)c(=O)n1-c1ccccc1	-4	7	7	20*	9	-8	12	9	11
O=[N+]([O-])c1ccc(/C=N/Nc2cc(Cl)nc(-c3ccccc3)n2)cc1	-2	-1	1	-6	13	-11	-10	0	-2
CC(=O)N(CC1CCCO1)C1(C(=O)NC2CCCC2)CCCCC1 (stereo not drawn)	-1	-3	4	1	10	-10	-7	-22	10
C/C(NCc1cccnc1)=C(\C#N)C(=O)NCc1ccccc1	-8	0	1	-2	0	-1	-7	-18	21
Cc1ccc(S(=O)(=O)N(C)CC(=O)N2CCN(c3ccccn3)CC2)cc1	-3	3	7	-2	5	-5	0	2	5
CCNc1nc(Oc2ccc(C(=O)OC)cc2)nc(N(C)C)n1	-3	-9	8	-6	8	-5	9	-11	9
O=C(c1ccc(Cn2cc(Br)cn2)o1)n1cccn1	-2	-4	1	2	-10	5	-6	2	6
CC1CCCCC1NC(=O)COn1nnc2ccc(Cl)cc21 (stereo not drawn)	-2	0	5	0	0	-1	5	6	0
CCOC(=O)c1cc2c(nc1N)CC(C)(CC)OC2 (stereo not drawn)	-5	-15	-1	-3	-6	8	-11	-2	-1
N=c1c2c(-c3ccccc3)c(-c3ccccc3)oc2ncn1CCN1CCOCC1	-4	1	8	16	-1	0	-3	2	72*
COc1ccc(NC(=O)C(=O)N2N=C(C(C)C)CC2(O)C(F)(F)F)cc1 (stereo not drawn)	-9	-5	2	-1	10	-7	0	8	-7
Cc1ccnc(Nc2nc(-c3c(C)nc4sccn34)cs2)c1	-6	5	-7	1	-8	7	-5	-4	14
O=C(CS(=O)c1ccc(C(F)(F)F)cc1[N+](=O)[O-])Oc1ccccc1 (stereo not drawn)	-4	1	7	4	-2	3	2	14	28
CCc1nc(SCCO)c2oc3ccccc3c2n1	2	19	5	7	0	-1	-5	-32	5
O=C(NC1CCCCC1)N(Cc1nc2ccccc2c(=O)[nH]1)C1CCCC1	-1	-8	5	-3	0	-2	6	9	13
CC1Cc2ccccc2N1C(=O)Cn1c(=O)oc2cc(S(=O)(=O)N3CCCCC3)ccc21 (stereo not drawn)	-3	10	6	-4	-5	1	-5	13	24
COc1ccc(S(C)(=O)=O)cc1S(C)(=O)=O	0	3	8	-3	-3	-2	4	11	3

4 compounds drawn at random from the list so far, as already listed:
SMILES	S1P2 ag	PostGolgi yeast	Rev-RRE block	FAK inh	PTPN22 inh 2	LYP act	EphB4 ephrin blk	S1P2 antag	PostGolgi ctrl
CCOC(=O)c1cnc(C(C)(C)C)[nH]c1=O	-4	-2	5	-2	8	-6	1	-7	8
COc1cccc(C(=O)NC2(C(F)(F)F)N=C3SCCN3C2=O)c1 (stereo not drawn)	-1	-1	2	2	-7	4	-4	-11	3
BrC(=C\c1ccccc1)/C=N/N1CCN(Cc2ccccc2)CC1	-4	3	3	0	6	-1	-4	-6	26
COc1ccc(N2C(=O)CC(N3CCCC4CCCCC43)C2=O)cc1 (stereo not drawn)	-6	-2	-5	-1	-4	0	-10	-10	10

Continued.
SMILES	S1P2 ag	PostGolgi yeast	Rev-RRE block	FAK inh	PTPN22 inh 2	LYP act	EphB4 ephrin blk	S1P2 antag	PostGolgi ctrl
Cc1ccc(-n2nnnc2-c2cnn(-c3ccc(F)cc3)c2C(F)(F)F)cc1	-7	/	3	8	15	-9	10	40	/
COCCn1c(SCC(=O)NCc2ccco2)nc2cccnc21	-5	8	4	-2	-11	14	-11	-5	7
O=C(CN(Cc1ccco1)C(=O)CCC(=O)Nc1ccccn1)NCCc1ccccc1	-4	-19	-5	-3	-7	4	-6	17	26
CNc1nc(SCc2ccc(C)cc2)nc2c1CCCC2	-4	10	17	-1	-4	7	2	2	33*
